HT1080NT lethal: kills 2HG-producing HT-1080-NT fibrosarcoma cells; HT-1080-NT fibrosarcoma viability, CellTiter-Glo ATP luminescence, 48 h; Potency, µM (highest dose often 46.1 µM), for inactives: at the highest dose activity, negative = less viability, usual class: cytotoxic; 360,000 compounds, 1.6% hits;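 also: NT is the 2HG producing partner of a matched IDH1 knockdown line; potency is read from the fitted curve at half-maximal effect; 0% = DMSO-treated cells and -100% = media-only wells without cells; nearly all actives have a fitted effect of over 55% in size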
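A 48-hour cytotoxicity screen used HT-1080-NT cells plated 2 hours before compound delivery. ATP-based CellTiter-Glo luminescence measured viability, normalized to DMSO and no-cell controls.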
IL1B secr inh: blocks inflammasome-driven IL-1 beta release | THP-1 LPS/ATP IL-1B secretion, AlphaLISA, 16 h; hits give low values | activity change, % at 57.5 µM | 360,000 compounds, 4.7% hits; in the data active = activity change below about -50%; inconclusive = mostly about -30% to -49%; also: % is scaled to controls: 0 for no effect and ±100 for the full control effect
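Secreted IL-1B measured by AlphaLISA bead assay after 16 h compound exposure of THP-1 cells; compounds (final up to 57.5 uM) added 1 h before LPS (250 ng/mL) and ATP (1.25 mM) stimulation; lower signal means less secretion.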
GLP1R ag: agonists of human GLP-1 receptor; P43220; HEK293 GLP-1R CRE-luciferase, luminescence, 4-6 h; cells express a hypersensitive GLP-1R form; Potency, µM (doses to about 45.6 µM), for the others: at the highest dose activation, usual class: activators; 380,000 compounds, 0.007% hits; AID 624172; also: potency is read from the fitted curve at half-maximal effect; % of control where 0% means no effect
Target sequence (P43220 whole entry, looked up): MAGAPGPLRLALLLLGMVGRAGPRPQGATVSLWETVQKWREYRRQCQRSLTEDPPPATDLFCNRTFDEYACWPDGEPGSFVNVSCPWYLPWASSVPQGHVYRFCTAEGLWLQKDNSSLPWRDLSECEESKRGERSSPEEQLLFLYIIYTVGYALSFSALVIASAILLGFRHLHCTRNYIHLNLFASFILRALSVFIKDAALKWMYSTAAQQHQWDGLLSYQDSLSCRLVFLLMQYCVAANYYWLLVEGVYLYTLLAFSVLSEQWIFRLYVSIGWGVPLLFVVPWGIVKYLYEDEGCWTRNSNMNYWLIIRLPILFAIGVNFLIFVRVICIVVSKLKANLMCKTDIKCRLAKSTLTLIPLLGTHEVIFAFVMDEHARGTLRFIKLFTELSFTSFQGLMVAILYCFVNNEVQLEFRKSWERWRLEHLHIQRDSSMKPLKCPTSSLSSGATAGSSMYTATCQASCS
HT1080 IDH1KD tx: kills HT-1080 cells with IDH1 knockdown. HT-1080 IDH1 knockdown viability, ATP luminescence, 48 h. Potency, µM (highest dose often 46.1 µM), for the others: top-dose activity, negative = toxicity, hits mostly cytotoxic. 360,000 compounds, 2% hits;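 also: potency is read from the fitted curve at half-maximal effect; 0% = DMSO wells and -100% = cell-free medium wells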
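Viability of IDH1-knockdown HT-1080 fibrosarcoma cells was assessed by CellTiter-Glo after 48 h at 37 °C with titrated compound; concentration-effect curves were classified by fit quality and response size.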
KB-V1 MDR tox: kills drug-selected multidrug resistant KB-V1 cells. 400,000 compounds, 3.4% hits. Potency, µM (highest dose often 46.1 µM), without a hit: at the top dose activity change, negative = cytotoxicity, most hits filed as cytotoxic. KB-V1 MDR cells viability, CellTiter-Glo, 72 h; also: potency is read from the fitted curve at half-maximal effect; % is scaled to controls: 0 for no effect and ±100 for the full control effect; nearly all actives have a fitted effect of over 60% in size
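Readout: CellTiter-Glo luminescence, 10 min after addition. Cells: KB-V1 MDR subline, 72 h at 37 degrees C with compound. Analysis: corrected, normalized data fitted to concentration-effect curves.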
DRD3 agonist: activates the human D3 dopamine receptor; max activation, %; D3R DiscoveRx beta-arrestin cells, luminescence, 90 min; 410,000 compounds, 0.58% hits; P35462; AID 652048; in the data active = max activation above about 30%; also: 0% is about no effect; mostly tested at two doses, the higher about 12 µM
Target sequence (P35462 whole entry, looked up): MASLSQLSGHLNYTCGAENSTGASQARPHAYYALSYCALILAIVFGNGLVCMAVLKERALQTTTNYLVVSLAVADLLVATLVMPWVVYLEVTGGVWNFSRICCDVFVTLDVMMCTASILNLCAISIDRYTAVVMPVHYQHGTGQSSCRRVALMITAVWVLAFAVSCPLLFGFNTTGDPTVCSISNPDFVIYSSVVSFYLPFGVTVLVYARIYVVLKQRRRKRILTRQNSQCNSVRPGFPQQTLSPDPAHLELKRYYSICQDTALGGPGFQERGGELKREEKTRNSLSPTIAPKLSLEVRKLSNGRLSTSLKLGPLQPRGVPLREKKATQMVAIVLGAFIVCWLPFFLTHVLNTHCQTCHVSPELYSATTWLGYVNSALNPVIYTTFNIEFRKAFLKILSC
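Cells at 1500/well, incubated overnight, then treated with pinned compounds (dopamine as control) for 90 min at 37 degrees C. DiscoveRx reagent added for 30 - 60 minutes at room temperature; luminescence read.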
DRD3 antagonist: D3 dopamine receptor (human) antagonism. D3R cells, DiscoveRx beta-arrestin luminescence, antagonist mode; hits give low values. max response, negative = inhibition, %. 360,000 compounds, 2.5% hits; in the data active = max response below about -50%; inconclusive = no clear call, values can overlap the other calls; also: % is scaled to controls: 0 for no effect and ±100 for the full control effect; mostly tested at two doses, the higher about 12 µM
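Cells expressing the human receptor were seeded at 1500 cells/well, incubated overnight at 37 degrees C in 5% CO2, then exposed to library compounds with dopamine controls for 90 minutes at 37 degrees C before luminescent detection.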
KB-3-1 tox: KB-3-1 parental cell cytotoxicity; KB-3-1 viability, CellTiter-Glo ATP luminescence, 72 h; 400,000 compounds, 1.4% hits; AID 1347075; Potency, µM (highest dose often 46.1 µM), without a hit: at the highest dose activity change, negative = cytotoxic, actives largely listed as cytotoxic; also: potency is read from the fitted curve at half-maximal effect; % is scaled to controls: 0 for no effect and ±100 for the full control effect; nearly all actives have a fitted effect of over 60% in size
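Cytotoxicity measured as CellTiter-Glo luminescence after 72 h at 37 C. Compound titrations were pinned onto drug-naive KB-3-1 parental adenocarcinoma cells grown in DMEM with 10% FBS, and normalized data fitted to concentration-response curves.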
SW480 rereplic: induces DNA re-replication in SW480 colon adenocarcinoma cells | SW480 DNA re-replication, Hoechst DNA content imaging, 48 h | Potency, µM (doses to about 46.1 µM), for the others: top-dose re-replication activation, hits mostly activators | 340,000 compounds, 1.8% hits | AID 624297; also: potency is read from the fitted curve at half-maximal effect; % of control where 0% means no effect; nearly all actives have a fitted effect of over 55% in size
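SW480 cells exposed to compounds for 48 hr at 37 C, 5% CO2, then Hoechst-stained 40 min. Nuclear DNA content imaged by fluorescence scanning (405 nm excitation, 500-530 nm emission); re-replication scored as increased high-intensity nuclei.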
The depositor's hits bear a star; ? = inconclusive; · = no result given. Unless noted, calls follow the shape of the dose curve; as a rule, active = well fitted curve in the direction sought with a large enough effect; inconclusive = small, poorly fitted or top-dose-only effect, or another doubt; inactive = no such curve, though single readings can be large; an effect the other way counts as inactive or inconclusive.

Preview (ten entries):
SMILES | HT1080NT lethal | IL1B secr inh | GLP1R ag | HT1080 IDH1KD tx | KB-V1 MDR tox | DRD3 agonist | DRD3 antagonist | KB-3-1 tox | SW480 rereplic
Cc1nc2nc(Cc3ccccc3)[nH]n2c(=O)c1Cc1ccccc1 | -12% | 30 | -6% | 2% | 0% | 1 | -2 | 20% | 2%
CNc1cc(C)nc(-n2nc(C)cc2C)n1 | 5% | 0 | -3% | -2% | 5% | 5 | ? | ? | 1%
Cn1c(CCNC(=O)c2ccccc2F)nnc1SCC(=O)Nc1nncs1 | 9% | -2 | -1% | -5% | 5% | 0 | -4 | 1% | -4%
CCc1ccc(OCC(=O)NC(NC(=S)Nc2ccccc2C)C(Cl)(Cl)Cl)cc1 (stereo not given) | 16µM* | -15 | -1% | ? | ? | -20 | -57* | ? | 8%
CCN(CC)S(=O)(=O)c1ccc(C)c(NC(=O)COC(=O)c2ccc(C)c(S(=O)(=O)N3CCOCC3)c2)c1 | 2% | 27 | 1% | 3% | 3% | 0 | -17 | 6% | -16%
CC(C)C(NC(=O)C1CCCCC1)C(=O)Nc1ccccn1 (stereo not given) | 12% | 0 | 0% | 12% | 0% | 6 | 6 | -12% | 3%
COc1ccc(CN2C(=NC(=O)C3CC3)SC3CS(=O)(=O)CC32)cc1 (stereo not given) | 6% | 10 | 0% | 18% | 0% | 1 | -12 | 6% | -1%
Cc1ccc(S(=O)(=O)NCC(=O)OC(C)C(=O)NCc2ccc3c(c2)OCO3)cc1 (stereo not given) | -1% | -23 | 3% | -3% | 16% | 2 | 10 | -2% | -5%
CC(Oc1cc2oc(=O)c3c(c2cc1Cl)CCC3)C(=O)NCCCN1CCCC1=O (stereo not given) | 0% | -3 | 9% | 0% | -14% | -1 | 8 | 20% | 2%
Cc1cc(C)nc(NS(=O)(=O)c2ccc(NS(=O)(=O)c3ccccc3)cc2)n1 | 2% | 0 | 20% | 1% | -1% | 5 | 8 | -11% | -3%

The listing (from the top)
SMILES | HT1080NT lethal | IL1B secr inh | GLP1R ag | HT1080 IDH1KD tx | KB-V1 MDR tox | DRD3 agonist | DRD3 antagonist | KB-3-1 tox | SW480 rereplic
Cc1nc2nc(Cc3ccccc3)[nH]n2c(=O)c1Cc1ccccc1 | -12% | 30 | -6% | 2% | 0% | 1 | -2 | 20% | 2%
CNc1cc(C)nc(-n2nc(C)cc2C)n1 | 5% | 0 | -3% | -2% | 5% | 5 | ? | ? | 1%
Cn1c(CCNC(=O)c2ccccc2F)nnc1SCC(=O)Nc1nncs1 | 9% | -2 | -1% | -5% | 5% | 0 | -4 | 1% | -4%
CCc1ccc(OCC(=O)NC(NC(=S)Nc2ccccc2C)C(Cl)(Cl)Cl)cc1 (stereo not given) | 16µM* | -15 | -1% | ? | ? | -20 | -57* | ? | 8%
CCN(CC)S(=O)(=O)c1ccc(C)c(NC(=O)COC(=O)c2ccc(C)c(S(=O)(=O)N3CCOCC3)c2)c1 | 2% | 27 | 1% | 3% | 3% | 0 | -17 | 6% | -16%
CC(C)C(NC(=O)C1CCCCC1)C(=O)Nc1ccccn1 (stereo not given) | 12% | 0 | 0% | 12% | 0% | 6 | 6 | -12% | 3%
COc1ccc(CN2C(=NC(=O)C3CC3)SC3CS(=O)(=O)CC32)cc1 (stereo not given) | 6% | 10 | 0% | 18% | 0% | 1 | -12 | 6% | -1%
Cc1ccc(S(=O)(=O)NCC(=O)OC(C)C(=O)NCc2ccc3c(c2)OCO3)cc1 (stereo not given) | -1% | -23 | 3% | -3% | 16% | 2 | 10 | -2% | -5%
CC(Oc1cc2oc(=O)c3c(c2cc1Cl)CCC3)C(=O)NCCCN1CCCC1=O (stereo not given) | 0% | -3 | 9% | 0% | -14% | -1 | 8 | 20% | 2%
Cc1cc(C)nc(NS(=O)(=O)c2ccc(NS(=O)(=O)c3ccccc3)cc2)n1 | 2% | 0 | 20% | 1% | -1% | 5 | 8 | -11% | -3%
Cc1cccc(NC(=O)c2cc(N3CCOCC3)nc3ccccc23)c1 | -1% | -22 | 2% | 0% | -3% | -7 | 1 | -5% | ?
CN(C(=O)c1cccc(NC(=O)C2CCCN(C(=O)OC(C)(C)C)C2)c1)C1CCC1 (stereo not given) | -5% | ? | -5% | -4% | -22% | -25 | 1 | ? | 10%
COc1ccccc1C(=O)NC(=S)Nc1ccccc1N1CCCCC1 | 0% | 15 | -21% | -1% | · | 26 | -1 | · | 0%
CCOC(=O)c1sc2nc3n(c(=O)c2c1C)CCC(C)CC3 (stereo not given) | ? | ? | -1% | 0% | -4% | -6 | 6 | -11% | -7%
CCOc1ccc(S(=O)(=O)N2CCCCC2)cc1NC(=O)c1c(CC)noc1C | 1% | -16 | -11% | 6% | -40% | 2 | 1 | -8% | -22%
CCCCN(C(=O)NC(=O)Nc1ccccc1OCC)S(C)(=O)=O | 6% | 43 | 2% | 10% | -9% | -1 | -21 | 1% | 2%
O=C(CSc1nc2[nH]c(=O)cc(O)c2s1)Nc1nncs1 | 19% | -9 | 6% | 20% | -6% | -10 | -4 | 0% | 9%
COCCNC(=O)c1ccc2c(=O)n(CCOC)c(=O)[nH]c2c1 | 0% | 0 | -13% | 0% | 20% | -4 | 4 | -2% | 12%
CC(C)c1ccc(C(=O)NN2C(=O)C3CCCCC3C2=O)cc1 (stereo not given) | -3% | -4 | -7% | 2% | -13% | -11 | -10 | -11% | -2%
CCOC(=O)CNC(=O)CCCCCC(=O)NCC(=O)OCC | 7% | 18 | -16% | 14% | 1% | 4 | -13 | 0% | -9%
CSc1ccc(-c2cccc([N+](=O)[O-])c2)nn1 | -17% | -6 | 9% | -4% | -9% | -5 | -6 | -5% | -2%
CCN(C(=O)c1cc2cccc(OC)c2oc1=O)c1ccccc1 | 2% | -2 | 0% | -2% | -14% | -2 | 0 | -2% | -2%
O=C1CCC(C(=O)N2CCN(c3ccccc3Cl)CC2)CN1CC1CCCCC1 (stereo not given) | -3% | 24 | 4% | -5% | -29% | 0 | -19 | 1% | -3%
N#Cc1cn(Cc2cccc(Cl)c2)c2ccccc12 | -5% | -3 | 1% | -15% | -18% | 4 | -1 | -5% | 6%
Fc1ccccc1CSc1nncn1NCc1cccs1 | 4% | -8 | 10% | 4% | ? | 0 | 11 | -15% | -8%

Remaining list, next part
SMILES | HT1080NT lethal | IL1B secr inh | GLP1R ag | HT1080 IDH1KD tx | KB-V1 MDR tox | DRD3 agonist | DRD3 antagonist | KB-3-1 tox | SW480 rereplic
Cc1nn(C)c(=S)n1-c1ccc(Cl)cc1 | 11% | 2 | 0% | 2% | 0% | 0 | -52* | 1% | 0%
Nc1cc(C(F)(F)F)ccc1N1CCOCC1 | 24% | 0 | 0% | 8% | 21µM* | -1 | -18 | -3% | -1%
CCN1CCCC1CNC(=O)Cn1ncc2c(=O)oc3ccc(C)cc3c21 (stereo not given) | 2% | -6 | -3% | 4% | 2% | 3 | -1 | 14% | -9%
COc1ccc(N2CCN(CC(=O)c3ccc(O)cc3O)CC2)cc1 | 9% | -7 | 0% | 19% | -6% | -7 | -21 | -2% | 11%
CC(=O)Nc1cc(-c2cccc(C(=O)N(C)C)c2)cn2c(-c3ccc(F)c(Cl)c3)cnc12 | -27% | -30 | 16% | -19% | ? | 6 | 17 | -8% | ·
C=CCc1cccc2cc(C(=O)NC)c(=O)oc12 | 8% | -2 | 12% | 5% | ? | -1 | 23 | 3% | -8%
COc1ccc(OC)c(C(=O)Cn2nnc(-c3ccc(N4CCOCC4)cc3)n2)c1 | 1% | -16 | 1% | 7% | -11% | 4 | 2 | 21µM* | 10%
C=CCn1c(SCC(=O)N2N=C(c3ccco3)CC2c2ccco2)nnc1-c1ccncc1 (stereo not given) | 6% | -4 | -1% | 5% | -4% | -1 | 24 | 1% | 4%
O=C1CCCC2=C1C(c1ccc(Cl)cc1)N1C(=O)CCSC1=N2 (stereo not given) | -3% | -5 | -19% | 0% | -4% | -4 | -8 | 7% | -6%
O=C(Nc1ccc(N2CCOCC2)c(F)c1)c1ccncc1 | 9% | -2 | -8% | 6% | 11% | -7 | 13 | 1% | -7%
CN(Cc1ccc(C(C)(C)C)cc1)C(=O)C1CSC2(C)CCC(=O)N12 (stereo not given) | -16% | 21 | 3% | -2% | 6% | 3 | 12 | -1% | 9%
CCC1(CC)C(=O)N(C)C(=O)NC1=Nc1ccc(OC)cc1 | 14% | 6 | -14% | 11% | 16% | 4 | 14 | 19% | -2%
Cc1cccc(/C(N)=N/OC(=O)c2ccc(Br)o2)c1 | 11% | 6 | 3% | 10% | 2% | -2 | -8 | 3% | 0%
Cc1ccc(OCC(=O)N/N=C\c2ccc(C)o2)c(C)c1 | 9% | -7 | 12% | 2% | 8% | 3 | 1 | 7% | -12%
CCc1nc2ccc(C(=O)NCCNC(C)=O)cn2c1N(CC)Cc1cccc(Br)c1 | 26% | 27 | 5% | 15% | 5% | 0 | 49 | 0% | ·
COc1ccc(C2SCC(=O)N2c2ccc(F)cc2)cc1 (stereo not given) | 4% | 10 | 4% | -1% | 0% | 4 | 0 | -2% | -8%
COc1ccc(NC(=O)Nc2ncn(Cc3cccc(C(F)(F)F)c3)n2)cc1OC | 0% | -25 | 22% | -11% | ? | 5 | -16 | 16% | -11%
COc1ccc(C2(CNC(=O)c3cccc([N+](=O)[O-])c3)CCCCC2)cc1OC | -4% | -7 | 0% | -7% | ? | -7 | 0 | -4% | 3%
CCOC(=O)[C@]12CCCC=C1N(Cc1ccc3c(c1)OCO3)C(=O)[C@H](CC(=O)NCc1ccc(OC)c(OC)c1)C2 | 3% | -5 | 7% | 8% | -15% | 0 | 4 | 4% | ·
